Compound activity deposited in PubChem by National Center for Advancing Translational Sciences (NCATS).
Akt phos inh: inhibitors of Akt phosphorylation; 0.32% of 360,000 active; activity change, % for hits at 50 µM; Neuro2A IGF-stimulated pAkt S473 HTRF, 20 min; active compounds read low; in the data active means activity change below about -80%; inconclusive means mostly about -51% to -80%; further: on the % scale 0 is the no-effect control and ±100 the full control effect
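Neuro2A cells (4,500/well, DMEM with 0.5% FBS) were treated with compound at a single 50 µM final concentration, stimulated with 6 nM IGF for 20 min at 37 °C, and lysed. Phospho-Akt Ser473 was read by HTRF as 665/615 ratio ×10^4.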
Nrf2 ARE act: Nrf2 pathway activation; AREc32 ARE-luciferase reporter (MCF7-derived line), luminescence, 24 h; Potency, µM (series often up to 46.1 µM), for the others: at the highest dose activation, usual class: activators; 0.31% of 410,000 active; AID 624171; further: potency means the concentration at half of the fitted maximal effect; % of control where 0% means no effect; nearly all actives have a fitted effect of over 65% in size
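Cells of the AREc32 ARE-luciferase line are plated in OPTI-MEM containing 5% FBS and left overnight at 37 deg C. Compounds are pinned in, incubation continues 24 hr, and firefly luciferase signal is then measured.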
TGFb SMAD3 inh: TGF-b pathway inhibition. HepG2 CAGA-GFP TGF-b/SMAD3 reporter, GFP fluorescence, 18 h; TGF-beta stimulated, 500 pg/mL final. Potency, µM (series often up to 46.1 µM), for the others: top-dose activity, negative = inhibition, most hits filed as inhibitors. 1.2% of 410,000 active. AID 588855; further: potency means the concentration at half of the fitted maximal effect; on the % scale 0 is the no-effect control and ±100 the full control effect; nearly all actives have a fitted effect of over 65% in size
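HEPG2 CAGA-GFP cells (1000/well, DMEM with 1% FBS) were pre-incubated 2 h at 37 degrees C, given compound by pin tool, then stimulated with TGF-beta at 500 pg/mL final for 18 h before per-cell GFP fluorescence imaging.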
CCT modulator: changes cytosolic chaperonin activity; AID 651819; 0.3% of 360,000 active; purified chaperonin ATPase assay, HTRF ADP detection, 30 min; activity change, % (no concentration beside the values), hits read low; in the data active means activity change below about -30%; further: on the % scale 0 is the no-effect control and ±100 the full control effect
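ATPase activity: ADP formed was measured by HTRF Transcreener (665/615 nm ratio) after 30 min at 37 deg C with 10 uM ATP. Compounds screened at one 76 uM concentration against 40 or 20 nM TRiC in Tris pH 7.4/KCl/MgCl2/DTT buffer.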
Mm-Cpn inhibitor: inhibitors of Methanococcus maripaludis chaperonin (MmCpn). Potency, µM (top dose mostly 76.9 µM), for the others: top-dose activity, negative = inhibition, usual class: inhibitors. 0.031% of 330,000 active. purified Mm-Cpn ATPase, ADP Transcreener TR-FRET; further: potency means the concentration at half of the fitted maximal effect; on the % scale 0 is the no-effect control and ±100 the full control effect; nearly all actives have a fitted effect of over 80% in size
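ATP (10 uM final) was added to archaeal chaperonin (25 nM final) after 10 min exposure to test compound at 37°C; after 30 min further incubation, ADP was detected by competitive TR-FRET.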
A549 viability: counter-screen for Nrf2 inhibitors: cytotoxicity in A549 cells | AID 504648 | Potency, µM (top dose mostly 46 µM), without a hit: top-dose activity change, negative = cytotoxicity, most hits filed as inhibitors | 0.16% of 390,000 active | A549 ARE-Fluc cells, CellTiter-Fluor viability, 18-24 h; further: potency means the concentration at half of the fitted maximal effect; on the % scale 0 is the no-effect control and ±100 the full control effect
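Cytotoxicity counterscreen: CellTiter-Fluor fluorescence was measured in A549 ARE_Fluc cells after 18-24 h of compound exposure in a concentration series. The subsequent BugLite luminescent read reports ARE-luciferase activity.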
EPAC2 antag: antagonists of human EPAC2 | EPAC2 GEF exchange of Rap1B-BODIPY-GDP, fluorescence | Potency, µM (doses to about 114 µM), without a hit: top-dose activity, negative = inhibition, actives largely listed as inhibitors | 0.18% of 360,000 active; further: potency means the concentration at half of the fitted maximal effect; on the % scale 0 is the no-effect control and ±100 the full control effect; nearly all actives have a fitted effect of over 45% in size; many of its hits are not listed in these tables
Target sequence (Q8WZA2 whole entry, looked up): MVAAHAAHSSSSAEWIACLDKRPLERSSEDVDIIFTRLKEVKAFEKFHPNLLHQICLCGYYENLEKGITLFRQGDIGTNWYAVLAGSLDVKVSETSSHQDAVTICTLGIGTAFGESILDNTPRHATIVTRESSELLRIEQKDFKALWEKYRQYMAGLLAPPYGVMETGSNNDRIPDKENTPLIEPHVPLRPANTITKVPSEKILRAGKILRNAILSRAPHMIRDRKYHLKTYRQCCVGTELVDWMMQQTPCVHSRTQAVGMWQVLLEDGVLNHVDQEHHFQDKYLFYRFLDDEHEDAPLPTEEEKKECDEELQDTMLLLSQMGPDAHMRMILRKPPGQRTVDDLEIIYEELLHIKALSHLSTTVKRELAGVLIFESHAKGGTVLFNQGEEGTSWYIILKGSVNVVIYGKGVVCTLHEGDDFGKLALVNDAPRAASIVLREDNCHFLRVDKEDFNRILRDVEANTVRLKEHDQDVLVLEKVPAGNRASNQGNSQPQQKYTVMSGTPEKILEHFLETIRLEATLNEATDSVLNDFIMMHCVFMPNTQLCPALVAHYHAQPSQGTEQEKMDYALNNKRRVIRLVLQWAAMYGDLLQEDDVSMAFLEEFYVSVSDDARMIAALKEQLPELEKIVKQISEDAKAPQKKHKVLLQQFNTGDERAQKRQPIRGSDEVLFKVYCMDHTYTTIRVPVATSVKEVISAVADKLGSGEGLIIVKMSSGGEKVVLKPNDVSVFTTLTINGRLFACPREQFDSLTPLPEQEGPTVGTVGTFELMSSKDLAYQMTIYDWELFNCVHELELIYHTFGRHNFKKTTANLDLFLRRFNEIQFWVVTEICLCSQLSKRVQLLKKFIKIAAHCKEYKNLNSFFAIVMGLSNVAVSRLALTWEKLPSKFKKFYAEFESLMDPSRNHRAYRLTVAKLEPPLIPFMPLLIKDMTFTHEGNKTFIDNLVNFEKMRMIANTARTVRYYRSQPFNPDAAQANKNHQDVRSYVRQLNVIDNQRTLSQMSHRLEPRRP
EPAC2 ag: agonists of human EPAC2 (RAPGEF4); EPAC2 activation, biochemical qHTS; response scale: 100% = 6.5 mM cAMP response; Potency, µM (top dose mostly 154 µM), inactives show at the highest dose activation, actives largely listed as activators; 0.079% of 360,000 active; Q8WZA2; further: potency means the concentration at half of the fitted maximal effect; nearly all actives have a fitted effect of over 50% in size
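EPAC2 (100 nM) mixed with Rap1B loaded with BODIPY-GDP (250 nM) plus 50 uM unlabeled GDP; compounds pinned in, 5 min RT, then read every 5 min for 30 min (ex 480, em 540 nm). Normalized to cAMP control.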
Nrf2 inh: inhibitors of Nrf2 signaling. AID 504444. A549 ARE-Fluc reporter, luciferase luminescence, 18-24 h. 2.1% of 360,000 active. Potency, µM (doses to about 46 µM), without a hit: at the highest dose activity change, negative = inhibition, actives largely listed as inhibitors; further: potency means the concentration at half of the fitted maximal effect; on the % scale 0 is the no-effect control and ±100 the full control effect; nearly all actives have a fitted effect of over 60% in size
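Nrf2 activity is the BugLite luminescence, read 15 min after reagent at room temperature, following CellTiter-Fluor cytotoxicity readout (30 min, 37C). Compound titrations were applied for 18-24 h to 5000 A549 ARE_Fluc cells/well in 5% FBS OPTI-MEM.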
An asterisk follows results filed as active; i = inactive; u = inconclusive; x = not tested or not shown; & = joins results of further samples; [ ] = remark or other dose. Unless noted, the call rests on the fitted dose curve; in most records, active means well fitted curve in the direction sought with a large enough effect; inconclusive means small, poorly fitted or top-dose-only effect, or another doubt; inactive means no such curve, though single readings can be large; an effect the other way counts as inactive or inconclusive. A portion of the library, so the mix of outcomes need not match the whole.

SMILES	Akt phos inh	Nrf2 ARE act	TGFb SMAD3 inh	CCT modulator	Mm-Cpn inhibitor	A549 viability	EPAC2 antag	EPAC2 ag	Nrf2 inh
COc1ccc(C(=O)CSc2ccc(-c3ccc(C)cc3)nn2)cc1	i	3.1%	-16%	-0.1	-12%	-3%	16%	4%	u
Cn1c(=O)c2c(ncn2CCOc2ccc(F)cc2)n(C)c1=O	i	2.4%	18%	-2.5	-2%	7%	4%	8%	u
C/C(=N\NC(=O)c1ccccn1)c1ccc(Cl)cc1	i	0.4%	-2%	-1.0	2%	0%	0%	7%	10%
Cc1noc(C)c1S(=O)(=O)NC1CCN(Cc2ccccc2)CC1	i	-0.7%	-27%	-0.3	0%	0%	-2%	2%	4%
COc1ccc(-c2n[nH]c3c2C(c2ccc(O)cc2)N(c2ccc(Br)cc2)C3=O)cc1 (stereo not given)	x	5.7%	u	x	x	1%	x	x	u
O=C(CSc1ncnc2ccccc12)NCCCO	i	-0.2%	0%	-1.7	0%	1%	4%	10%	-16%
Oc1c(Br)cc(Br)cc1-c1nc2ccccc2s1	x	u	7%	x	x	0%	x	x	11%
Cc1ccc(-c2noc(-c3ccccc3C(=O)NCc3ccco3)n2)cc1	i	u	-18%	-0.1	2%	3%	-2%	3%	u
O=C(O)c1ccc(-c2ccccc2)[nH]c1=O	i	-0.8%	-2%	-2.6	-1%	0%	4%	0%	20%
CCOc1ccc(NC(=S)N2CCCCCC2)cc1	i	0.1%	14%	-2.7	-6%	12%	-2%	2%	u

One compound at a time, as listed above.
Listed for O=C(O)c1ccc(-c2ccccc2)[nH]c1=O → Akt phos inh = i; Nrf2 ARE act = -0.8%; TGFb SMAD3 inh = -2%; CCT modulator = -2.6; Mm-Cpn inhibitor = -1%; A549 viability = 0%; EPAC2 antag = 4%; EPAC2 ag = 0%; Nrf2 inh = 20%
Listed for Oc1c(Br)cc(Br)cc1-c1nc2ccccc2s1 → Akt phos inh = x; Nrf2 ARE act = u; TGFb SMAD3 inh = 7%; CCT modulator = x; Mm-Cpn inhibitor = x; A549 viability = 0%; EPAC2 antag = x; EPAC2 ag = x; Nrf2 inh = 11%

The list continues:
SMILES	Akt phos inh	Nrf2 ARE act	TGFb SMAD3 inh	CCT modulator	Mm-Cpn inhibitor	A549 viability	EPAC2 antag	EPAC2 ag	Nrf2 inh
CC(C)[C@@H](C(=O)NCc1ccco1)N1C(=O)N2CCc3c([nH]c4ccccc34)[C@@]2(C)C1=O	i	3.3%	7%	1.5	0%	15%	-9%	1%	3%
O=S(=O)(NC1=NCCCCC1)c1ccc(Cl)cc1Cl	i	0.0%	1%	0.5	-1%	4%	5%	7%	9%
C#CCN(C[C@H]1[C@H](OC(=O)NCC2CCCCC2)[C@H](OC(=O)NCC2CCCCC2)C[C@@H](C(=O)OC)[C@H]1C(=O)OC)S(=O)(=O)c1ccc(C)cc1	i	-0.2%	-1%	1.2	x	x	5%	3%	x
CN1CCN(c2nc(Nc3ccc(O)cc3)nc3ccccc23)CC1	i	2.9%[9.22 µM]	1%	1.6	-1%	u	12%	1%	7%
O=S(=O)(NCc1ccccc1)[C@@H]1CC2C=CC1C2 (stereo not given in full)	i	0.4%	8%&-14%	-4.1	0%	-8%	15%	7%	4%
CC(C)(C)OC(=O)N[C@@H](C(=O)OC(C)(C)C)c1ccc(Br)cc1	i	-0.4%	13%	0.6	-1%	3%	-22%	-5%	0%
COc1ccc(CNc2nc(-c3ccco3)nn2C(=O)c2ccccc2C)cc1	x	-0.3%	14%	x	x	0%	x	x	u
COc1ccc(OC)c(/C=N/NC(=O)Cn2ccnc2C)c1	i	0.1%	-1%	-0.9	-7%	7%	-8%	1%	1%
OCCNc1nc2ccccc2nc1NCCO	i	-0.2%	5%	0.4	-5%	-12%	6%	8%	-4%
O=C(CN1CCN(C(c2ccccc2)c2ccccc2)CC1)N1CCOCC1	i	-0.3%	5%	-3.9	-2%	11%	-2%	-18%	0%
Oc1[nH]c2ccccc2c1C=Nc1ccccc1	i	24%	-19%	-0.5	-1%	-2%	10%	6%	0%
Fc1ccc(-n2cc(-c3ccccc3)c3c(=S)nc[nH]c32)cc1	i	0.9%	0%	-0.2	-8%	1%	-2%	14%	u
COc1ccc(S(=O)(=O)N2CCC(C(=O)Nc3cc(Cl)ccc3N3CCOCC3)CC2)cc1OC	i	2.7%	u	0.1	2%	0%	-1%	7%	7%
CCOc1cc(/C=N/O)cc(Br)c1OC	i	0.3%	16%	-1.0	0%	u	-2%	8%	-16%
NC(=O)CC(NC(=O)c1ccc(Br)cc1)c1ccc(N2CCCCCCC2)c([N+](=O)[O-])c1 (stereo not given)	i	-1.1%	u	-2.4	1%	u	-13%	7%	u
Cc1ccc(S(=O)(=O)N2CCCCC2C(=O)O)s1 (stereo not given)	i	1.9%	-1%	-2.2	-1%	5%	-7%	6%	-6%
O=C(O)CC(SCC(=O)Nc1ccc(Cl)c(S(=O)(=O)N2CCOCC2)c1)C(=O)O (stereo not given)	i	-0.7%	16%	-0.8	-6%	-7%	-1%	-5%	-7%
C=CCn1c(=O)c2c(C)c(C)sc2n2c(Nc3ccc(OC)cc3)nnc12	i	0.9%	19%	-2.2	-2%	-10%	-8%	-3%	u
O=C(COc1ccc(F)cc1)Nc1c(C(=O)N2CCC(N3CCCCC3)CC2)oc2ccccc12	i	-0.7%	17%	1.1	-4%	-4%	6%	9%	11%
CC(C)Cn1c(N)c(C(=O)COC(=O)[C@@H]2CCCN2C(=O)c2cccs2)c(=O)n(C)c1=O	i	5.8%	u	1.2	1%	-4%	-3%	7%	-13%
COc1ccc(-n2c(SCCC#N)nnc2-c2cc(Cl)ccc2OC)cc1Cl	i	-0.8%	0%	0.2	-10%	-18%	-1%	3%	-5%
CC(C)C[C@H]1CNC(=S)N1CC1CCCN1C[C@H](Cc1ccc(O)cc1)N1C[C@H](Cc2ccccc2)N(CC2CCCCC2)C1=S (stereo not given in full)	i	0.2%	u	-0.2	x	3%	2%	4%	-17%
COc1ccc(N/C(N)=N/c2nc(CSc3nnc(C)s3)cc(=O)[nH]2)cc1	i	0.3%	-27%	-0.3	3%	-8%	1%	4%	5%
CN1C(=O)/C(=C/c2ccc(OCc3ccccc3F)cc2)NC1=S	i	-0.2%	9%	-0.9	1%	0%	4%	16%	-30%
Cc1nc(C)c(C(=O)N2CCCC(C(=O)c3cc(F)ccc3F)C2)s1 (stereo not given)	i	3.0%	-20%	0.1	1%	0%	-2%	-1%	u
COc1ccc(S(=O)(=O)NC2CCCCC2)cc1-n1cnnn1	i	0.3%	1%	1.2	-2%	-6%	-2%	-2%	0%
O=C(CSc1nnc(-c2ccncc2)n1-c1ccc(Cl)cc1)NCc1cccs1	i	0.3%	-3%	-24	1%	-1%	-2%	4%	0%
O=C(NC(NC(=S)Nc1ccc(Cl)c(Cl)c1)C(Cl)(Cl)Cl)c1ccco1 (stereo not given)	i	3.7%	u	-5.7	1%	u	-9%	17%	u
COC(=O)[C@]12CCCCC=C1N(Cc1ccc(Cl)cc1Cl)C(=O)[C@H](CC(=O)NCC13CC4CC(CC(C4)C1)C3)C2	i	-1.4%	x	-25	x	x	10%	6%	x
Cc1cc(C(=O)O/N=C(\N)c2ccc(C(C)(C)C)cc2)no1	i	6.7%	-12%	0.8	-1%	-2%	0%	-3%	u
CC(=O)Nc1ccc(OCCCNC(=O)c2c(-c3ccccc3)noc2C)cc1	i	0.3%	16%	-2.1	1%	-3%	1%	3%	u
COc1ccc(CN2CCNC(=O)C2CC(=O)N(C)Cc2ccon2)c(OC)c1 (stereo not given)	i	1.8%	8%	0.5	-1%	2%	1%	1%	7%
O=C(c1cccc(S(=O)(=O)N2CCCCC2)c1)N1CCN(Cc2ccccc2)CC1	i	0.0%	-27%	-0.1	-2%	1%	4%	4%	4%
Cc1ccc2c(c1)C(=O)N1[C@H]3c4cc(Cl)ccc4OC[C@@H]3[C@H](c3ccccc3)[C@]1(C)C(=O)N2	i	-1.1%	u	1.3	0%	-5%	2%	4%	u
CCCn1c(N)c(N(CCOC)C(=O)c2ccccc2)c(=O)[nH]c1=O	i	1.9%	2%	-0.5	-1%	-11%	3%	6%	-15%
COCCN1C(=O)C(C(=O)OC)CC2=C1CC(C)(C)CC2=O (stereo not given)	i	0.3%	5%	-1.4	x	2%	16%	5%	1%
Clc1ccccc1OCCCCn1ccnc1	u	-0.4%	-25%	-1.9	-1%	6%	2%	-2%	u
CC(C)c1ccc(/C=N/N2CCCCC2)cc1	i	6.2%	-12%	-3.1	-1%	0%	-7%	4%	u
CCC(C)Nc1cc(C)nc2ncnn12 (stereo not given)	i	0.2%	8%	-0.7	-15%	-2%	1%	6%	5%
CS(=O)(=O)N(CC(=O)Nc1ccc2c(c1)OCCO2)Cc1ccc(Cl)cc1	i	0.6%	-20%	2.2	-11%	6%	0%	9%	x
COc1ccc(NC(=O)c2sc3nc4c(cc3c2N)CCCCCC4)cc1	x	-0.8%	u	x	x	-14%	x	x	u

Fetched by compound from the list above (two):
SMILES	Akt phos inh	Nrf2 ARE act	TGFb SMAD3 inh	CCT modulator	Mm-Cpn inhibitor	A549 viability	EPAC2 antag	EPAC2 ag	Nrf2 inh
O=C(c1cccc(S(=O)(=O)N2CCCCC2)c1)N1CCN(Cc2ccccc2)CC1	i	0.0%	-27%	-0.1	-2%	1%	4%	4%	4%
CC(=O)Nc1ccc(OCCCNC(=O)c2c(-c3ccccc3)noc2C)cc1	i	0.3%	16%	-2.1	1%	-3%	1%	3%	u
